LMPTP inh: LMPTP (human) inhibition | P24666 | recombinant LMPTP-A, OMFP fluorogenic substrate, fluorescence intensity | inhibition, % at 20 µM | hit rate 0.22% among 360,000 | AID 651560;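 active = compounds that cut the enzyme signal by at least half of the control window in the single-dose screen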;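 note: plate controls were DMSO wells with enzyme plus substrate for no effect and substrate without enzyme for full effect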
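material = LMPTP-A | quantity = 0.625 nM enzyme | reagent = OMFP substrate, 400 µM final | buffer or medium = Bis-Tris pH 6.0, DTT, detergent | detection = endpoint fluorescence intensity from OMFP dephosphorylation | dosing = single 20 µM dose | read-out basis = % inhibition relative to no-enzyme and uninhibited control wells | control set = no-enzyme and uninhibited controls | timing = 50 min at room temperature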
CendR NRP1 mod: alters CendR peptide binding to human NRP-1; FAM-RPARPAR peptide binding to NRP-1, fluorescence polarization; inhibition, % at 25 µM; hit rate 0.85% among 360,000; AID 602438;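 active = inhibition or corrected inhibition above about 18%, plus a signal ratio from 0.5 to 1.5, limit read from the data, passing the limit was not always enough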; note: strong numbers were not always called active
MsrA act: activates bovine MsrA enzyme | AID 602163 | purified bovine MsrA, absorbance read-out | hit rate 0.3% among 360,000 | activation, % at 10.6 µM; in the data active = activation above about 7.5%;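 note: 0% = vehicle and 100% = reference activator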
MsrA inh: inhibitors of bovine MsrA; purified bovine MsrA, absorbance read-out; inhibition, % at 15.5 µM; hit rate 0.75% among 360,000; AID 651718; in the data active = inhibition above about 4.5%;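 note: 0% = vehicle wells with enzyme and 100% = reference inhibitor wells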
Tb MetRS inh: Trypanosoma brucei MetRS inhibition; inhibition, % at 11.9 µM; hit rate 0.4% among 360,000; purified T. brucei MetRS, ATP depletion, Kinase-Glo luminescence;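 active = inhibition above a per-plate cutoff of the control wells' mean inhibition plus 3 SD, cut at about 5.5% in these data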;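 note: 0% = DMSO wells median and 100% = median of wells with control inhibitor compound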
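Dosing: 11.9 µM compound single dose, 0.9% DMSO; Assay system: purified T. brucei MetRS enzyme; Measured by: Kinase-Glo luciferase luminescence reporting remaining unconsumed ATP; Schedule: 15 min plus 2 h at 25 °C.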
DNMT1 block: blocks human DNA methyltransferase DNMT1 | DNMT1 molecular beacon, Hinp1I cleavage, fluorescence | inhibition (reported as % activation of signal), % at 10 µM | hit rate 0.83% among 360,000; in the data active = inhibition above about 50%
Target sequence (P26358 504-1616 limits assumed): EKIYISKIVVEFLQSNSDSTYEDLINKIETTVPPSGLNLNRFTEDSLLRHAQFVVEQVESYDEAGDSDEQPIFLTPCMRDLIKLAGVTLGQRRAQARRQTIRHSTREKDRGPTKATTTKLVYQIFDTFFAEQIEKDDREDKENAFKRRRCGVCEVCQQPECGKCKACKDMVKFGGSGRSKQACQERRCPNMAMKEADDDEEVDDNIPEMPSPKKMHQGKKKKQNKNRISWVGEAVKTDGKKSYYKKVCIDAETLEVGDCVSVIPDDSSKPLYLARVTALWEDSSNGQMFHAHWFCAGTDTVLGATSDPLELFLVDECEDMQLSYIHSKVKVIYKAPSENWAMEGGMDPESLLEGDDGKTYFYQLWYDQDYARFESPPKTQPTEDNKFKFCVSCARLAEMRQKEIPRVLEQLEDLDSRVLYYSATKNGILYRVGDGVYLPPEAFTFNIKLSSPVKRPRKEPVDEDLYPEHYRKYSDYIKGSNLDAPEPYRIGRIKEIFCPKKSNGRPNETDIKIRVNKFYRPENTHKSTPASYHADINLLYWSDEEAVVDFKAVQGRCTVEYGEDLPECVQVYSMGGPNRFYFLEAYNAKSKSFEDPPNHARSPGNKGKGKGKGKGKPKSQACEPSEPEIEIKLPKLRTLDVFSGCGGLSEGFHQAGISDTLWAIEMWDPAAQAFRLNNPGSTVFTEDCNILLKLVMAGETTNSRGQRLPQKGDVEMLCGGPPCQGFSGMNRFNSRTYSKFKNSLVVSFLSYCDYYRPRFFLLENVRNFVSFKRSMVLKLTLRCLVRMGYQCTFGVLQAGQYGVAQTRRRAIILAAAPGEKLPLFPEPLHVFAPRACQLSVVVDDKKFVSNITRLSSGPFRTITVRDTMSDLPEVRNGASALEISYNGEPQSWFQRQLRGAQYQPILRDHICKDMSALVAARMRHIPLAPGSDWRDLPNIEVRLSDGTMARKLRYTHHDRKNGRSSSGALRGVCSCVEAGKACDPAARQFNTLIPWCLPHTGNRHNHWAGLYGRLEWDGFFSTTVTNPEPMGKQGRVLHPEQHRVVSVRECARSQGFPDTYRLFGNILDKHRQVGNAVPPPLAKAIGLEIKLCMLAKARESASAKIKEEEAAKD
eLon inh: inhibits E. coli Lon protease | P0A9M0 | purified E. coli Lon protease, fluorescence polarization | inhibition, % at 7.94 µM | hit rate 0.42% among 360,000; in the data active = inhibition above about 13%, passing the limit was not always enough;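 note: 0% = enzyme with probe and DMSO and 100% = no enzyme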
Scp1 inh: blocks human Scp-1 phosphatase activity; Q9GZU7; Recombinant Scp1, phosphopeptide, malachite green phosphate absorbance; inhibition, % at 20 µM; hit rate 0.88% among 340,000; AID 493091;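 active = inhibition above about 50% at 20 µM, limit read from the data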;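 note: plate controls were DMSO wells with enzyme for no effect and wells lacking enzyme for full effect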
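Incubation: 45 min enzyme reaction at room temperature / System: truncated SCP-1 phosphatase (76-261aa) / Reagent: Phospho 17-mer peptide substrate / Buffer or medium: Acidic Tris acetate buffer with magnesium and detergent / Signal: absorbance at 630 nm / Doses: one concentration, 20 µM, with 1.0% DMSO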
STEP inh: inhibitors of human striatal-enriched phosphatase STEP. hit rate 0.25% among 360,000. recombinant STEP, OMFP fluorogenic substrate, fluorescence. inhibition, % at 20 µM. P54829;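 active = inhibition at 20 µM, scaled per plate between control wells, above about 37%, limit read from the data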;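 note: 0% = DMSO with enzyme and substrate and 100% = substrate only without enzyme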
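Assay system: isolated STEP enzyme. Buffer or medium: pH 6.0 Bis-Tris with DTT and Tween 20. Also added: fluorogenic phosphatase substrate OMFP at 25 µM final. Dosing: 20 µM, 1% DMSO. Timing: 20 min reaction, room temperature, in the dark. Measured by: fluorescence intensity, excitation 480 nm, emission 540 nm. Evaluation: normalized % inhibition.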
SUMO1-SIM PPI: modulators of human SUMO1-mediated protein-protein interactions; P63165; SUMO1 binding to a labelled peptide, TR-FRET, 1 h; inhibition, % at 20 µM; hit rate 0.33% among 360,000; AID 602429; in the data active = inhibition above about 37%
* hit, by the source's call; / = no result given.

SMILES	LMPTP inh	CendR NRP1 mod	MsrA act	MsrA inh	Tb MetRS inh	DNMT1 block	eLon inh	Scp1 inh	STEP inh	SUMO1-SIM PPI
COc1ccc(C)cc1NC(=O)NC1CC(=O)N(c2ccc3c(c2)OCCO3)C1 (centres undefined)	0.2	4	-4	0.2	-0.2	10	-3	/	4	3
COC(=O)C[C@H]1C=C[C@@H](NC(=O)c2ccncc2)[C@@H](CO)O1	-0.6	8	/	-0.5	0.1	/	/	/	/	3
CCOC(=O)c1cc(-c2ccccc2)sc1NC(=O)C(C)C	1.1	4	-3	0.6	0.6	3	-6	-12	0	1
CC(C)c1nnc(SCC(=O)NC(C)(C)C)n1C	-1.2	14	-13	-0.1	-0.8	6	-5	9	-1	1
CC(C)Cc1nc(SCC(=O)NCC2CCCO2)c2c(=O)n(C)c(=O)n(C)c2n1 (centres undefined)	-1.1	17	1	2.0	-0.6	0	-2	-5	-2	-1
COC(=O)c1ccc(=O)c2nc3/c(=C/O)c(O)cc(=O)c3[nH]c12	81*	17	-9	1.3	0.2	108*	-2	58*	100*	5
O=C(Cn1ncc(Cl)c(Cl)c1=O)N1CCOCC1	4.6	-11	-12	2.5	-1.6	6	-8	-10	3	-10
COc1ccc(C(C)(NC(C)=O)c2nc(-c3cccc(F)c3)cs2)cc1 (centres undefined)	0.2	1	-2	-0.2	-0.4	0	1	/	1	4
Cc1cc(NC(=O)CSc2nnc(-c3ccccc3)o2)no1	-1.6	4	-3	-1.2	-0.1	0	-5	-12	-2	-1
O=C1CCCc2nn(-c3ccccc3)c(-c3ccncc3)c21	-0.9	7	-2	1.1	-0.4	0	-6	0	7	0
COc1ccc(C(=O)NCCCn2ccnc2)cc1	-1.7	8	-1	3.0	-0.7	2	7	0	-2	3
CCOc1ccc(-c2nc(CSCC(=O)NCCCN3CCCC3=O)c(C)o2)cc1	-0.4	2	-1	0.5	0.3	1	5	-6	0	-1
Cc1ccccc1OCCCC(=O)Nc1ccc(N2CCOCC2)cc1	0.3	-14	-3	0.6	-1.1	-17	-8	2	2	1
O=C(CSc1ccc2ccccc2n1)NCCCN1CCCC1=O	0.0	-6	-2	0.1	0.6	0	-6	-2	-4	6
O=C(NNC(=O)C1CCN(S(=O)(=O)c2ccc(Cl)cc2)CC1)c1ccccc1	-0.5	-2	-2	-0.2	-0.1	-10	3	3	-2	-1
CCc1ccc([C@@H]2C[C@H]3[C@@H](CN2S(=O)(=O)c2ccc(C)cc2)C(=O)C[C@@H](c2cccc(Cl)c2)N3S(=O)(=O)c2ccc(C)cc2)cc1	1.2	-2	-2	-1.7	-0.8	4	6	/	2	0
O=C(CN1CCOCC1)Nc1nc(-c2ccccc2Cl)cs1	0.1	7	-11	1.0	-1.4	-2	-4	-3	-2	-7
COc1ccc(-c2noc([C@@H]3O[C@H](CO)[C@H](O)[C@H](O)[C@H]3O)n2)cc1OC	-1.2	-11	-13	-0.5	7.5*	3	-4	/	3	-2
CS(=O)(=O)N(Cc1ccccc1)c1ccccc1C(=O)O	-1.4	-16	-1	0.8	-0.5	0	6	-10	1	2
O=C(Cc1ccc(Br)cc1)NCCN1CCOCC1	-4.7	4	-2	-0.4	-0.7	3	-8	-6	1	-2
CCOC(=O)COc1cccc2c(=O)n(CC(=O)NCc3ccc(F)cc3)ccc12	-1.2	4	-1	1.5	-0.3	3	-9	-2	-2	0
COC(=O)c1cc(S(=O)(=O)NCC2CCN(Cc3cc(C)ccc3C)CC2)c[nH]1	-0.2	8	1	0.3	0.0	2	6	-10	-4	1
COC(=O)c1cc(C(=O)c2ccc(Cl)cc2)n2c(=O)/c(=C\N(C)C)sc12	1.5	-129	-10	-0.8	-1.2	-2	4	3	2	-30
O=C(Nc1ccc(Br)cc1F)C1CCCN(S(=O)(=O)c2cnc[nH]2)C1 (centres undefined)	-1.7	-2	-8	0.0	-0.5	0	5	-12	1	2
O=C(c1ccccc1)N1CCCC(C(=O)N2CCCCC2)C1 (centres undefined)	0.0	-3	1	-0.5	0.1	3	3	-11	1	-4
Cc1ccc(S(=O)(=O)N2CCN(Cc3ccco3)CC2)c(C)c1	-0.3	6	-10	-1.5	-0.6	0	0	1	0	-2
Cc1ccc(CNC(=O)CS(=O)Cc2nc(-c3cccs3)oc2C)cc1 (centres undefined)	-0.9	0	-11	-1.3	-0.6	-2	0	2	1	6
O=C(/C=C/c1ccccc1)NCCN1CCOCC1	-2.9	7	-5	1.1	-1.1	-3	3	-3	-3	-1
CCOC(=O)c1nn(-c2ccccc2C)c2nc(-c3ccc(Cl)cc3)c(C#N)c(=O)n12	1.7	-19	-6	1.8	-0.8	-3	-8	-11	3	15
CCC1=NN(C(=O)c2ccc(Br)cc2)C(O)(c2ccc(C)cc2)C1 (centres undefined)	-0.1	4	-2	0.0	0.2	-6	-10	-7	-2	-1
Cc1ccc(NC(=O)CN2C(=O)C3C4C=CC(C4)C3C2=O)cc1 (centres undefined)	-0.7	0	-11	-0.5	-1.5	6	6	4	-5	-1
C=CC[C@@H](CC(=O)NCCO)C(=O)N[C@@H](COC(=O)[C@@H](CC=C)Cc1ccc(F)cc1)Cc1ccccc1	-1.4	17	-12	-1.4	-0.2	6	-5	0	-2	3
COc1ccc(NC(=O)CN(c2ccc(C(C)C)cc2)S(=O)(=O)c2c(C)noc2C)cc1OC	1.2	2	-7	-0.4	-1.2	-4	-1	-9	1	1
CCCCC(CC)CNC(=O)C1CCCN(S(=O)(=O)c2cnc[nH]2)C1 (centres undefined)	-2.1	-3	-3	0.6	-0.3	1	-8	-6	0	2
C=CC[C@@H](CC(=O)N[C@@H](CO)Cc1ccccc1)C(=O)N[C@H](COC(=O)[C@@H](CC=C)CC(=O)OC(C)(C)C)Cc1ccccc1	-0.9	-12	3	0.8	-0.3	46	-8	1	0	-2
Cc1cc(NC(=O)CSc2nc3c(c(=O)n2-c2ccc(Br)cc2)SCC3)no1	-0.2	1	-4	0.0	0.0	-5	-9	3	3	-7
O=C(NC(=O)N1CCCc2ccccc21)c1ccccc1	-1.1	-4	-7	-0.8	-0.7	-1	-5	-5	-6	-1
COCCN1C(=O)/C(=C/c2cc3c(cc2Br)OCO3)NC1=S	-2.8	-4	-2	3.6	0.8	-1	-10	-7	3	-12
CCn1c(SCC(=O)Nc2ccccc2Br)nnc1-c1cnccn1	-2.0	4	-2	-0.1	0.1	-2	-1	-6	-2	13
COc1cc2oc(-c3ccc(O)cc3)cc(=O)c2c(OC)c1O	0.1	18	-5	7.1*	0.5	-6	-4	-10	3	2
Cc1nc2sccn2c(=O)c1Br	-1.3	-12	-3	2.2	0.1	2	-1	0	1	-3
O=C(CCN1C(=O)c2ccccc2C1=O)N1CCC(c2ccccc2)C1 (centres undefined)	-0.4	0	-4	-0.1	0.4	0	-3	-8	2	-7
Cn1ccc2c(-c3cccc(C=O)c3)cc3c(c21)C1CCC3O1 (centres undefined)	1.4	21	-3	0.4	-0.1	6	-4	/	1	-6
Cc1ccc(CN2CCC[C@]3(N[C@H](c4ccc(C(F)(F)F)cc4)[C@@H]4C(=O)N(Cc5ccccc5)C(=O)[C@@H]43)C2=O)cc1	2.3	5	-2	2.8	-1.2	-5	-6	/	0	2
Cc1cc(C2=NNC(=NC3CC3)SC2)c(C)n1-c1c(C)n(C)n(-c2ccccc2)c1=O	-0.6	-5	-2	1.5	-0.4	-4	0	-3	0	-4
CCc1c(C)sc(NC(=O)c2cccs2)c1C#N	-0.3	-55	0	1.5	-0.5	-9	-35	-11	2	10
CC1(C(=O)NS(=O)(=O)Cc2ccccc2C(F)(F)F)CCN1C(=O)c1ccco1 (centres undefined)	0.0	3	-6	-0.8	-0.4	7	-3	/	-1	0
O=C(CSc1nc2cc(Cl)ccc2o1)c1cccs1	1.7	-2	-5	-0.9	-1.0	-4	-2	-17	-2	-2
O=C(OCC(CO)OC(CO)n1ccc(=O)[nH]c1=O)c1ccccc1 (centres undefined)	-0.7	13	-2	0.6	-0.1	8	-4	3	-4	-2
CC1(C)CC(=O)C(C=Nc2ccc3cn[nH]c3c2)=C(O)C1	-1.3	2	-8	4.2	-0.1	-3	-12	-2	0	-14
CCc1nnc(NC(=O)C2=NN(C3CCS(=O)(=O)C3)C(=O)CC2)s1 (centres undefined)	-1.2	-6	-10	0.7	-1.2	1	-3	4	0	-6
CCCOc1ccc(N2C(=O)CC(N(CCc3ccc(OC)c(OC)c3)C(=S)Nc3ccccc3)C2=O)cc1 (centres undefined)	-0.5	1	-1	/	-0.3	-10	-10	-11	-2	4
Cc1onc(-c2ccccc2)c1C(=O)N1CC(C)OC(C)C1 (centres undefined)	-2.1	-12	1	-0.7	0.0	0	3	-5	0	1
CCc1ccccc1NC(=O)CSc1ccsc1[N+](=O)[O-]	6.7	-3	1	1.1	-0.9	53*	-5	48	3	-15
CN(C)C(CNC(=O)c1sc2ccccc2c1Cl)c1ccco1 (centres undefined)	0.0	-7	-2	0.5	-0.2	5	-1	/	2	-12
CN(C)CCNC(=O)c1c(NC(=O)c2ccccc2)sc2c1CCCC2	4.9	-2	-1	1.1	0.0	-5	-12	-6	1	1
O=S(=O)(c1ccc(F)cc1)N1CCc2ccccc21	0.1	-165	0	-0.4	-0.7	3	-10	-4	0	1
CC1CN(C(=O)COC(=O)Cc2c(Cl)cccc2Cl)CC(C)O1 (centres undefined)	-1.4	-17	-2	-0.2	0.1	3	-7	3	-2	0
Cc1nc(Nc2cccc(C(C)O)c2)c2nnn(Cc3ccccc3F)c2n1 (centres undefined)	-0.1	0	-3	0.6	0.3	-6	4	-9	-3	4
CCS(=O)(=O)Nc1cccc(-c2cc(-c3ccccc3)c3cc(C)ccc3n2)c1	4.8	0	0	1.9	-0.4	-26	6	11	1	-5

A different layout for part of the listing above:
> O=S(=O)(c1ccc(F)cc1)N1CCc2ccccc21
  LMPTP inh: 0.1; CendR NRP1 mod: -165; MsrA act: 0; MsrA inh: -0.4; Tb MetRS inh: -0.7; DNMT1 block: 3; eLon inh: -10; Scp1 inh: -4; STEP inh: 0; SUMO1-SIM PPI: 1

> CC1CN(C(=O)COC(=O)Cc2c(Cl)cccc2Cl)CC(C)O1 (centres undefined)
  LMPTP inh: -1.4; CendR NRP1 mod: -17; MsrA act: -2; MsrA inh: -0.2; Tb MetRS inh: 0.1; DNMT1 block: 3; eLon inh: -7; Scp1 inh: 3; STEP inh: -2; SUMO1-SIM PPI: 0

> Cc1nc(Nc2cccc(C(C)O)c2)c2nnn(Cc3ccccc3F)c2n1 (centres undefined)
  LMPTP inh: -0.1; CendR NRP1 mod: 0; MsrA act: -3; MsrA inh: 0.6; Tb MetRS inh: 0.3; DNMT1 block: -6; eLon inh: 4; Scp1 inh: -9; STEP inh: -3; SUMO1-SIM PPI: 4

> CCS(=O)(=O)Nc1cccc(-c2cc(-c3ccccc3)c3cc(C)ccc3n2)c1
  LMPTP inh: 4.8; CendR NRP1 mod: 0; MsrA act: 0; MsrA inh: 1.9; Tb MetRS inh: -0.4; DNMT1 block: -26; eLon inh: 6; Scp1 inh: 11; STEP inh: 1; SUMO1-SIM PPI: -5

Assay outcomes: PubChem, several laboratories
